# Screening data as filed in PubChem BioAssay.
# All columns: NCI-60 one-dose screen, growth in % after 48 h at 10 µM unless noted; 100 = growth as untreated, 0 = no growth, -100 = all killed.
# DU-145 – DU-145 prostate cancer. actives 4.2% (n = 81,000). AID 1794760
# CAKI-1 – CAKI-1 renal cancer; actives 4.7% (n = 75,000); AID 1794772
# RXF 393 – RXF 393 renal cancer cells. actives 6.9% (n = 77,000). AID 1794773
# UO-31 – UO-31 renal cancer; actives 5.2% (n = 81,000); AID 1794768
# A498 – A498 renal cancer cells; actives 5.4% (n = 76,000)
# TK-10 – TK-10 renal cancer cells; actives 3.9% (n = 81,000); AID 1794769
# 786-0 – 786-0 renal cancer cells; actives 5.1% (n = 81,000)
# SN12C – SN12C renal cancer cells. AID 1794767. actives 3.8% (n = 81,000)
# ACHN – ACHN renal cancer; AID 1794771; actives 4.9% (n = 81,000)
# Active calls of the source: *; x = not tested or not shown; [ ] = remark or other dose. The calls were made as follows: active = growth percent below 10; inactive = the rest. Compounds were not picked by outcome; 11% or so of the library scored in one or more.
SMILES,DU-145,CAKI-1,RXF 393,UO-31,A498,TK-10,786-0,SN12C,ACHN
O=C1c2c(c3c4cccnc4[nH]c3c3ccc4ccccc4c23)C(=O)N1CCO,87,43,101,56,57,127,84,84,48
O=C(NNc1ccccc1)c1ccccn1,85,28,116,59,105,90,91,91,32
O=c1[nH]c(-c2cccc3ccccc23)nc2sc3c(c12)CCCCCC3,98,x,87,91,89,105,99,97,96
CC1(c2ccccc2Cl)NC(=O)NC1=O (stereo not given),105,x,113,94,95,90,99,105,108
COc1cc(C(=O)/C=C/C23c4ccccc4C(c4ccccc42)C2C(=O)NC(=O)C23)cc(OC)c1OC (stereo not given),43,38,16,38,x,116,69,58,64
CC12CCC(C1)C(C)(C)C2(O)c1ccccc1 (stereo not given),122,104,108,80,96,104,102,92,89
Cc1[nH]c(C(=O)Nc2ccc(C(=O)N3CCN(c4cc5c(cc4F)c(=O)c(C(=O)O)cn5C4CC4)CC3)cc2OC(C)C)c(Cl)c1Cl,87,75,82,56,56,83,80,31,68
CC1=C(C)C2C(CC(C)C)NC(=O)C23C(=O)CC2C4OC(C)(CCC4O)C2C3C1O (stereo not given),94,86,78,77,62,85,96,91,82
CCN1C(=O)N(CC)C2C1NN=C1SC3(C(=O)N12)C(c1ccccc1)CN(C)C31C(=O)Nc2ccccc21 (stereo not given),109,65,87,87,83,104,101,91,102
O=C(COc1ccc(-c2nc3ccccc3c(=O)[nH]2)cc1)N/N=C/c1ccccc1,108,91,110,86,98,96,99,106,101
Cc1ccc2c(c1)/C(=C/C(=O)c1cc3ccccc3oc1=O)C(=O)N2,84,77,-41*,55,128,81,75,68,-63*
Cc1c(N=NC2C(=O)NN(c3nc(-c4ccccc4)c(C#N)c(=O)n3C)C2=O)c(=O)n(-c2ccccc2)n1C (stereo not given),112,89,107,72,106,141,105,99,100
O=c1ncn2nc(Sc3ccc(F)cc3F)ccc2c1-c1c(Cl)cccc1Cl,100,78,x,71,x,110,91,86,89
CC(C)c1ccc(-c2nc3ccccc3s2)cc1,110,93,x,83,103,121,108,101,96
Nc1cc(C(=O)O)c(O)c(S(=O)(=O)O)c1,119,95,98,72,126,109,110,108,106
CC(=O)C1=NN(c2ccccc2)C2C3N(c4ccccc4)N=C(C(C)=O)N3c3[nH]c(-c4ccccc4)cc3N12 (stereo not given),111,113,111,87,88,135,94,101,105
O=C1c2ccccc2NC(c2cn(-c3ccccc3)nc2-c2ccc(F)cc2)N1Cc1ccccc1 (stereo not given),87,x,80,42,85,96,68,82,76
c1coc(CNc2cc(Nc3ccc(OCCN4CCCCC4)cc3)ncn2)c1,104,97,92,83,81,105,107,87,98
COc1ccc(-c2cn3c(nc4ccccc43)c(-c3ccccc3)n2)cc1,112,93,109,99,104,95,90,91,92
COc1cc(/C=N/c2n[nH]c(Nc3ccccc3)n2)cc(OC)c1OC,108,90,105,92,102,104,98,101,105
N#CCN1CCOCC1,106,92,100,88,99,105,99,98,98
O=C1/C(=C/c2ccccc2[N+](=O)[O-])Oc2ccc(O)c(O)c21,32,15,5.8*,29,66,80,47,31,18
O=C1C=CC(=O)N1c1ccc(N=Nc2ccccc2)cc1,126,108,102,x,87,103,x,98,99
COc1ccc(C2=C/C(=C\c3ccc(O)c(OC)c3)C(=O)N2Cc2ccccc2)cc1,110,90,89,80,100,80,92,89,95
Cc1ccccc1N1CCN(C(=S)c2ccccc2)CC1,114,75,97,82,101,108,103,97,106
C#C[C@]1(O)CC[C@H]2[C@@H]3CC=C4c5sc(-c6ccccn6)nc5CC[C@]4(C)[C@H]3CC[C@@]21C,90,88,-34*,36,71,104,24,87,76
CN1C(=O)C(OCc2ccc(C#N)cc2)Oc2cc(C(=O)O)ccc21 (stereo not given),109,95,103,91,83,94,103,104,103
CCSc1nc2c(cnn2Cc2ccccc2)c(=O)n1Cc1ccccc1,97,71,93,70,97,107,107,97,86
O=c1oc2ccc(F)cc2c(=O)n1-c1ccc(Br)cc1F,14,-15*,-0.6*,5.3*,-55*,3.3*,2.9*,-4.1*,2.3*
COc1ccc2cc(NC(C)=O)ccc2c1,112,109,122,90,101,113,126,117,103

# Pulled one by one from the entries so far:
SMILES,DU-145,CAKI-1,RXF 393,UO-31,A498,TK-10,786-0,SN12C,ACHN
CC(C)c1ccc(-c2nc3ccccc3s2)cc1,110,93,x,83,103,121,108,101,96
Nc1cc(C(=O)O)c(O)c(S(=O)(=O)O)c1,119,95,98,72,126,109,110,108,106

# Additional structures follow:
SMILES,DU-145,CAKI-1,RXF 393,UO-31,A498,TK-10,786-0,SN12C,ACHN
COc1ccc2c(c1)c(-c1noc(-c3cn(C)c4ncc(F)cc34)n1)cn2C,82,77,74,85,66,86,51,53,84
COc1ccc(/C=C/c2c(C(=O)/C=C/c3ccc(C(F)(F)F)cc3)c(C)nc3ccccc23)cc1,-81*,-38*,-84*,-88*,-66*,-14*,-72*,-43*,-94*
Nc1nc(Nc2ccc(Cl)cc2O)nc(C(Cl)(Cl)Cl)n1,100,70,114,84,102,148,102,93,100
CC1(C)CC[C@]2(C(=O)NCC#CCN3CCOCC3)CC[C@]3(C)C(=CC[C@@H]4[C@@]5(C)Cc6c([nH]c7ccccc67)C(C)(C)[C@@H]5CC[C@]43C)[C@@H]2C1,103,82,99,82,x,96,93,94,73
Cc1ccc(Cl)cc1N,116,99,160,90,x,124,102,101,100
CCOC(=O)c1ncc(-c2ccc(C(F)(F)F)cc2)c(N2CCC(OCC)(OCC)CC2)n1,103,93,107,68,72,101,99,101,100
CC(O)CNc1nc(N)[nH]c(=O)c1N=Nc1ccccc1 (stereo not given),123,98,113,79,98,113,101,102,105
CS(=O)(=O)Nc1cccc(-c2ccc3ncnc(Nc4ccc(F)c(Cl)c4)c3c2)c1,28,x,24,21,-26*,x,-6.1*,44,22
Cc1ccc(-c2csc(NC(=O)CSc3nc(-c4ccc(C)cc4)c(C#N)c(=O)[nH]3)n2)cc1,108,101,99,93,87,111,96,97,100
CCOC(=O)c1c2c(n3cccc(F)c13)C(=O)c1ncccc1C2=O,3.3*,14,1.4*,-29*,24,37,-17*,26,7.0*
O=C(O)C1CCC(c2ccccc2)N1 (stereo not given),113,105,115,96,102,94,106,93,106
Cc1ccc(C(O)(CNCc2ccccc2)c2ccccc2)cc1 (stereo not given),97,95,88,84,90,x,93,91,106
Nc1c(C(=O)Nc2c(Cl)cccc2Cl)sc2nc3c(cc12)CCCCC3,70,69,3.3*,64,30,69,60,62,59
COc1cccc(/C=N/NC(=O)c2ccccc2N2CCCC2)c1O,68,0.8*,64,30,67,75,53,79,31
O=C(n1ccnc1)C(F)(F)C(F)(F)F,113[100 µM],108[100 µM],112[100 µM],96[100 µM],111[100 µM],102[100 µM],98[100 µM],117[100 µM],111[100 µM]

# 16 successive compounds from above:
SMILES,DU-145,CAKI-1,RXF 393,UO-31,A498,TK-10,786-0,SN12C,ACHN
CN1C(=O)C(OCc2ccc(C#N)cc2)Oc2cc(C(=O)O)ccc21 (stereo not given),109,95,103,91,83,94,103,104,103
CCSc1nc2c(cnn2Cc2ccccc2)c(=O)n1Cc1ccccc1,97,71,93,70,97,107,107,97,86
O=c1oc2ccc(F)cc2c(=O)n1-c1ccc(Br)cc1F,14,-15*,-0.6*,5.3*,-55*,3.3*,2.9*,-4.1*,2.3*
COc1ccc2cc(NC(C)=O)ccc2c1,112,109,122,90,101,113,126,117,103
COc1ccc2c(c1)c(-c1noc(-c3cn(C)c4ncc(F)cc34)n1)cn2C,82,77,74,85,66,86,51,53,84
COc1ccc(/C=C/c2c(C(=O)/C=C/c3ccc(C(F)(F)F)cc3)c(C)nc3ccccc23)cc1,-81*,-38*,-84*,-88*,-66*,-14*,-72*,-43*,-94*
Nc1nc(Nc2ccc(Cl)cc2O)nc(C(Cl)(Cl)Cl)n1,100,70,114,84,102,148,102,93,100
CC1(C)CC[C@]2(C(=O)NCC#CCN3CCOCC3)CC[C@]3(C)C(=CC[C@@H]4[C@@]5(C)Cc6c([nH]c7ccccc67)C(C)(C)[C@@H]5CC[C@]43C)[C@@H]2C1,103,82,99,82,x,96,93,94,73
Cc1ccc(Cl)cc1N,116,99,160,90,x,124,102,101,100
CCOC(=O)c1ncc(-c2ccc(C(F)(F)F)cc2)c(N2CCC(OCC)(OCC)CC2)n1,103,93,107,68,72,101,99,101,100
CC(O)CNc1nc(N)[nH]c(=O)c1N=Nc1ccccc1 (stereo not given),123,98,113,79,98,113,101,102,105
CS(=O)(=O)Nc1cccc(-c2ccc3ncnc(Nc4ccc(F)c(Cl)c4)c3c2)c1,28,x,24,21,-26*,x,-6.1*,44,22
Cc1ccc(-c2csc(NC(=O)CSc3nc(-c4ccc(C)cc4)c(C#N)c(=O)[nH]3)n2)cc1,108,101,99,93,87,111,96,97,100
CCOC(=O)c1c2c(n3cccc(F)c13)C(=O)c1ncccc1C2=O,3.3*,14,1.4*,-29*,24,37,-17*,26,7.0*
O=C(O)C1CCC(c2ccccc2)N1 (stereo not given),113,105,115,96,102,94,106,93,106
Cc1ccc(C(O)(CNCc2ccccc2)c2ccccc2)cc1 (stereo not given),97,95,88,84,90,x,93,91,106

# Next records follow.
SMILES,DU-145,CAKI-1,RXF 393,UO-31,A498,TK-10,786-0,SN12C,ACHN
COc1cc2nnc3c4cccnc4[nH]c3c2cc1OC,38,-15*,x,-53*,106,43,7.4*,33,-37*
O=c1c2cc(F)ccc2sc2c(NCCNc3ccccn3)nc3ccccc3c12,118,87,116,76,94,100,96,98,96
Cc1cc(Cl)ccc1NS(=O)(=O)c1ccc(-c2cnc(C3CC3)o2)cc1,21,43,16,46,-5.2*,67,29,47,27
COc1cc2c(cc1O)CCN1C[C@@H](CC(C)C)[C@H](O)C[C@H]21,112,95,110,91,104,97,96,114,101
OC(c1ccc(Cl)cc1)c1cccnc1 (stereo not given),103,x,132,86,104,92,103,107,116
CC(C)NC(=O)OC(C)C,111,92,104,101,96,100,104,98,100
O=C1c2cccc3cccc(c23)C(=O)N1C/C=C/c1ccc2c3c(cccc13)C(=O)N(CCO)C2=O,70,63,28,48,75,99,84,76,34
CCCC(C)(C(=O)Nc1ccc2nc(C)cc(N)c2c1)C(=O)Nc1ccc2nc(C)cc(N)c2c1,102,102,146,89,120,138,79,96,90
COc1ccc(CCNc2nc(SC)nc(-c3cccc(N)c3)c2C#N)cc1OC,99,76,106,65,77,126,93,81,78
O=[N+]([O-])c1cc(C(F)(F)F)ccc1Cl,115,103,101,87,105,97,103,106,111
COC(=O)C1=C(C(=O)c2ccccc2)C(c2ccc(OC)c(OC)c2)C(C#N)=C(N)O1 (stereo not given),119,91,x,94,104,108,105,101,108
CC1(C)OC(C)(C)C(=N\O)/C1=N/N,126,95,109,99,115,102,105,103,106
COc1ccc(-c2c(-c3ccccc3)oc3cc(O)ccc3c2=O)cc1,102,x,113,75,108,x,88,99,97
CC1=C[C@H]2c3c(c(O)c(O)c4oc(-c5ccccc5)cc(=O)c34)[C@H](c3cc(O)c(O)c4oc(-c5ccccc5)cc(=O)c34)[C@H]2C(C)(C)C1,9.9*,-27*,-27*,-50*,x,28,-23*,1.8*,2.3*
Cc1nn(CC(=O)O)c2c1C(=O)CC(C)(C)C2,118,97,117,74,98,90,90,101,126
CCOC(=O)c1c(C)nc2ccccc2c1/C=C/c1cccc(OC)c1,111,68,90,66,110,100,99,86,84
CCN(CC)CCN(CC)c1ccccc1,110,102,103,83,110,99,104,104,98
COc1ccc(/C=N/N=C2c3ccccc3-c3ccccc32)cc1OC,100,97,104,77,99,89,113,89,89
COc1cc2c(cc1OCCCCCN1CCN(c3ncnc4ccccc34)CC1)N=CC1CCCN1C2=O (stereo not given),-21*,-18*,x,x,x,-21*,-9.1*,1.9*,1.6*
COc1cc(-n2cc(-c3ccc(S(C)(=O)=O)cc3)[nH]c2=O)cc(OC)c1OC,124,118,113,84,92,128,91,99,96
CC1(C)CCCOC1=O,108,x,97,92,96,104,99,100,101
NS(=O)(=O)c1ccc(CCn2c(-c3ccc(Br)cc3)nc(-c3ccccc3)c2-c2ccccc2)cc1,103,88,100,85,105,105,100,99,104
CC(C)(O)c1ccc[n+]([O-])c1,119,116,101,93,91,118,105,102,103
